Bioassay records: PubChem, several laboratories
PREPL inh: inhibitors of human prolyl oligopeptidase-like enzyme PREPL; Q4J6C6; recombinant PREPL, fluorescence polarization activity-based probe; inhibition, % at 5.96 µM; 0.68% of 320,000 active; in the data active = inhibition above about 43%;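 note: 0% = enzyme with DMSO and 100% = wells lacking enzyme; many of its hits are not listed in these tables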
Target sequence (Q4J6C6 whole entry, looked up): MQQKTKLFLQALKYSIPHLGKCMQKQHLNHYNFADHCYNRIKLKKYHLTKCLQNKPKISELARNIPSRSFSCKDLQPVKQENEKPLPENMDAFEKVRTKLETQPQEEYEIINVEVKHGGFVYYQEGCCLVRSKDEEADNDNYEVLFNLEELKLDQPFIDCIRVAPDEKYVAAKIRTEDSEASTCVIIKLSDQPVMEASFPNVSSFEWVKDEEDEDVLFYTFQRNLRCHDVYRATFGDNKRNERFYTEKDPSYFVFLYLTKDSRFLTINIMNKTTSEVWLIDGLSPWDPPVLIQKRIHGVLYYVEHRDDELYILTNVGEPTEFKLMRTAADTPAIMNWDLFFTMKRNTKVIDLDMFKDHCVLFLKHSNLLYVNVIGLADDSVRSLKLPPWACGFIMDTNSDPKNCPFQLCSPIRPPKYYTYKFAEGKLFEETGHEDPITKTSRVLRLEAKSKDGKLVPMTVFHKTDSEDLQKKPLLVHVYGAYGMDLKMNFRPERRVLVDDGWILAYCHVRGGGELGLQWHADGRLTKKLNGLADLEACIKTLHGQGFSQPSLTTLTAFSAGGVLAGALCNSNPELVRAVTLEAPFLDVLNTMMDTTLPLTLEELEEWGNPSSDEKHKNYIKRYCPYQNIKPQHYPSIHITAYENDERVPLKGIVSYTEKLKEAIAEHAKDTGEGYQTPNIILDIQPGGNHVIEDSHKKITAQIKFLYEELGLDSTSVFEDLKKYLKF
core dimer inh: blocks dimerization of HCV core protein; inhibition, % at 5 µM; 0.33% of 300,000 active; TR-FRET GST/Flag-core106 dimerization, 1536-well; AID 1899;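 active = inhibition above the mean of all tested compounds plus 3 SD, set per screening campaign, cut at about 45% in these data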
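System: GST-tagged and Flag-tagged HCV core protein residues 1-106 / Input: core106 proteins, GST 13.5 nM and Flag 17 nM / Buffer or medium: KF-containing HEPES buffer, pH 7.45, DTT, CHAPS, BSA / Probe or stimulus: Eu-anti-GST and XL665-anti-Flag labelled anti-tag antibodies / Schedule: 4 h, 22.5 °C incubation / Technique: TR-FRET 671 and 617 nm emission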
EBNA-1 inh: blocks EBNA-1 binding to DNA. EBNA-1 DNA binding, fluorescence polarization. inhibition, % at 14.8 µM. 0.34% of 300,000 active. AID 1950; in the data active = inhibition above about 28%
Efflux pump inh: blocks antifungal efflux pumps in multiplex yeast assay | inhibition, % at 10 µM | 0.44% of 330,000 active | AID 485275 | S. cerevisiae Candida pump triplex, Nile Red efflux;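 active = plate passing quality check with inhibition over a set limit, or well fluorescence over plate mean plus 4 SD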;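 note: Nile Red retained in pooled yeast measured as flow cytometry median fluorescence; 0% = buffer negative control and 100% = Enniatin B positive control; higher means more Nile Red kept so more efflux inhibition; some compounds called inactive have numbers as strong as hits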
TPT1 inhibitor: C. albicans TPT1 enzyme inhibition; recombinant caTPT1, FP RNA substrate dephosphorylation; 0.81% of 300,000 active; inhibition, % at 5 µM;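 active = inhibition above the mean of all tested compounds plus 3 SD, set per screening campaign, cut at about 24% in these data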;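 note: plate controls were DMSO alone for no effect and ferristatin control at 100 nM for full effect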
ZTA counter: ZTA (EBV) inhibition in EBNA-1 counter-screen; inhibition, % at 11 µM; ZTA-DNA binding, fluorescence polarization; AID 2234; P03206; 0.15% of 320,000 active; in the data active = inhibition above about 33%
PP1 inh: counter-screen for PP5 inhibitors: inhibitors of human PP1-alpha. inhibition, % at 6.7 µM. P62136. 0.9% of 320,000 active. purified PP1alpha, OMFP fluorescence;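 active = inhibition above the mean inhibition of all tested compounds plus 3 SD, computed separately for each screening campaign, cut at about 15% in these data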
Target sequence (P62136 whole entry, looked up): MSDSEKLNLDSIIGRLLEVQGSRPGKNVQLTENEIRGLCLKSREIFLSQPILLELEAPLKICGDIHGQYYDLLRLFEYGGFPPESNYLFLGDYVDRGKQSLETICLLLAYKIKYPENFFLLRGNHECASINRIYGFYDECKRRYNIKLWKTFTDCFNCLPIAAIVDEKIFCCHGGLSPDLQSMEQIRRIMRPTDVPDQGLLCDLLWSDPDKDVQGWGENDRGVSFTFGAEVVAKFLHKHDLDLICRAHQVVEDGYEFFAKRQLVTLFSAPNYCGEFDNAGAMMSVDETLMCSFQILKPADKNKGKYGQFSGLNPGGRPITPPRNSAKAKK
Fh CTSL1 inh: blocks F. hepatica cathepsin L1 in PFM18AAP counter-screen; recombinant F. hepatica cathepsin L1, Z-Leu-Arg-MCA fluorescence; inhibition, % at 5.96 µM; 0.49% of 300,000 active;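 active = inhibition above the mean of all tested compounds plus 3 SD, set per screening campaign, cut at about 17% in these data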;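 note: 0% = plate median of test compound wells and 100% = 1 µM Z-Phe-Ala-diazomethylketone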
PP5 primary: inhibitors of human protein phosphatase 5 (PP5); P53041; purified PP5c, OMFP substrate fluorescence; inhibition, % at 6.7 µM; 0.18% of 320,000 active; AID 1987;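 active = inhibition above the campaign's mean inhibition across all tested compounds plus 3 SD, cut at about 9.5% in these data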;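 note: 0% = DMSO only and 100% = 100 µM cantharidin control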
* = called active by the depositor; x = no result given.

SMILES	PREPL inh	core dimer inh	EBNA-1 inh	Efflux pump inh	TPT1 inhibitor	ZTA counter	PP1 inh	Fh CTSL1 inh	PP5 primary
CCCCOC(=O)C1CCC[C@@H](C)N1 (some centres undefined)	5	-12	0	0.0	-2	-17	-1	-3	1.7
O=C(COc1ccc2ccccc2c1)N1CCN(c2ccccc2O)CC1	14	30	-1	0.1	6	7	6	-3	1.4
Cc1n[nH]c(=O)n1-c1ccc(OCc2ccccc2)cc1	3	1	5	0.1	-2	-6	-3	1	2.7
Cn1c(COc2ccc3ccccc3c2)nnc1SCC(=O)OC1CCCCC1	30	7	0	0.0	-3	-12	3	3	7.8
Nc1nc(-c2ccccc2)c(-c2ccc([N+](=O)[O-])cc2)s1	1	-21	-4	0.0	40*	-1	1	-2	7.4
Cc1noc(C)c1S(=O)(=O)N(CC(=O)NCc1ccc(Cl)cc1)c1ccc2c(c1)OCO2	-26	0	8	0.1	2	2	4	2	2.8
CCC(=O)Nc1nc(C)c(-c2csc(Nc3cccc(O)c3)n2)s1	29	-15	-11	-0.1	1	-5	-6	0	3.6
CCOc1ccc(N2C(=O)/C(=C/c3ccccn3)SC2=S)cc1	0	3	-5	-0.1	0	-2	-7	-4	1.2
O=C1CN(C(=O)c2ccccc2F)C(c2ccccc2)c2cc(Cl)ccc2N1 (centres undefined)	15	-15	2	0.1	-1	2	2	5	-0.5
N#Cc1ccc(/C=C2\CCCCn3c2nc2cc(C(=O)O)ccc2c3=O)cc1	-4	9	22	-0.1	0	-2	-4	0	-3.2
CCN(CC)S(=O)(=O)c1ccc2[nH]cc(C(=O)NC3CC3)c(=O)c2c1	-7	3	8	0.0	-1	8	1	-2	0.2
CCn1c(CC(=O)Nc2ccccc2)n[nH]c1=S	16	2	-9	0.3	1	3	0	-4	1.4
COc1ccc(CCNC(=O)c2ccc3c(c2)NC(=O)CS3)cc1OC	-4	8	1	-0.1	-2	1	-3	2	2.0
CC(=O)Nc1ccc(S(=O)(=O)N2CCC(C(=O)NCCC(=O)NCc3ccccc3)CC2)cc1	3	-3	4	-0.1	-2	6	-1	4	-1.6
COCCNC(=O)Cn1c(=O)n(C)c2ccccc21	4	0	7	-0.2	0	10	-2	-1	-0.7
CCn1c(=O)c2cc(C(=O)Nc3ccc(OC)cc3OC)sc2c2ccccc21	4	0	1	0.0	1	6	2	1	1.3
Cc1ccccc1/C=N\NC(=O)c1ccccc1-n1cccc1	-20	-3	-20	0.0	2	7	2	0	0.5
CC12CN3CC(C)(CN(C1)C3c1ccc(F)cc1)C2 (centres undefined)	-2	0	-1	0.1	1	6	-1	-2	-0.9
Cc1ccc(C)c(NC(=O)CNS(=O)(=O)c2ccccc2)c1	6	0	-2	0.1	1	4	-4	2	2.0
CCN(CC)c1nc(C)c(C(C)=O)cc1C#N	-6	-7	-1	0.1	-3	8	-3	0	3.4
COC(=O)c1ccc(NC(=O)c2ccccc2C(=O)Nc2ccc(C(=O)OC)cc2)cc1	-2	2	-2	0.2	0	9	-1	-2	-1.8
Cc1ccccc1C(=O)N1CCC(C(=O)Nc2cccc(F)c2)CC1	-4	0	4	-0.1	-1	5	-7	-2	-0.2
COc1ccc(CNC(=O)CC(NC(N)=O)c2ccccc2Cl)cc1OC (centres undefined)	13	-9	-13	-1.2	-2	-8	1	-6	2.1
COc1cc(C(=O)NC2CCN(CC(=O)NC3CCCCC3C)CC2)cc(OC)c1OC (centres undefined)	2	6	-3	0.1	-2	3	0	2	2.2
O=C(NNc1nc2c(F)cccc2s1)c1ccc(F)cc1	26	-2	-4	0.2	-4	-2	-1	-1	1.8
CCOc1cc(/C=N/Nc2ccc(C(=O)O)cc2)ccc1OC(=O)c1ccccc1C	22	12	10	0.0	0	23	6	4	1.5
CCN1CCN(C(=O)CCc2ccc(S(=O)(=O)NCCc3ccccc3)cc2)CC1	30	-7	-10	0.2	-4	-14	-5	2	3.0
CCOC(=O)C1CCCN(CCC(=O)Nc2ccc(F)c(F)c2)C1 (centres undefined)	5	-5	7	-0.1	-1	2	-2	-4	-0.2
Cc1c(C(=O)/C=C/N(C)C)nnn1-c1ccc(Cl)c(Cl)c1	0	2	-5	0.0	2	11	1	1	-0.4
COc1ccc(OC)c(CNC(=O)C2CCN(C(=O)N(C)C)CC2)c1	3	11	3	0.0	-1	15	-2	-2	-1.7

Part of the list above in order of formula weight, lowest first:
SMILES	PREPL inh	core dimer inh	EBNA-1 inh	Efflux pump inh	TPT1 inhibitor	ZTA counter	PP1 inh	Fh CTSL1 inh	PP5 primary
CCN(CC)c1nc(C)c(C(C)=O)cc1C#N	-6	-7	-1	0.1	-3	8	-3	0	3.4
CC12CN3CC(C)(CN(C1)C3c1ccc(F)cc1)C2 (centres undefined)	-2	0	-1	0.1	1	6	-1	-2	-0.9
Cc1ccccc1/C=N\NC(=O)c1ccccc1-n1cccc1	-20	-3	-20	0.0	2	7	2	0	0.5
O=C(NNc1nc2c(F)cccc2s1)c1ccc(F)cc1	26	-2	-4	0.2	-4	-2	-1	-1	1.8
Cc1ccc(C)c(NC(=O)CNS(=O)(=O)c2ccccc2)c1	6	0	-2	0.1	1	4	-4	2	2.0
Cc1c(C(=O)/C=C/N(C)C)nnn1-c1ccc(Cl)c(Cl)c1	0	2	-5	0.0	2	11	1	1	-0.4
CCOC(=O)C1CCCN(CCC(=O)Nc2ccc(F)c(F)c2)C1 (centres undefined)	5	-5	7	-0.1	-1	2	-2	-4	-0.2
COc1ccc(OC)c(CNC(=O)C2CCN(C(=O)N(C)C)CC2)c1	3	11	3	0.0	-1	15	-2	-2	-1.7
COc1ccc(CNC(=O)CC(NC(N)=O)c2ccccc2Cl)cc1OC (centres undefined)	13	-9	-13	-1.2	-2	-8	1	-6	2.1
CCOc1cc(/C=N/Nc2ccc(C(=O)O)cc2)ccc1OC(=O)c1ccccc1C	22	12	10	0.0	0	23	6	4	1.5
CCN1CCN(C(=O)CCc2ccc(S(=O)(=O)NCCc3ccccc3)cc2)CC1	30	-7	-10	0.2	-4	-14	-5	2	3.0
COc1cc(C(=O)NC2CCN(CC(=O)NC3CCCCC3C)CC2)cc(OC)c1OC (centres undefined)	2	6	-3	0.1	-2	3	0	2	2.2

Next section
SMILES	PREPL inh	core dimer inh	EBNA-1 inh	Efflux pump inh	TPT1 inhibitor	ZTA counter	PP1 inh	Fh CTSL1 inh	PP5 primary
O=C(O)c1cccc(Oc2ncnc3sc4c(c23)CCCC4)c1	11	7	-8	0.2	5	1	3	-1	-0.9
Cc1ccc2nc(SCC(=O)NCc3ccco3)nc(=O)n2c1	2	-3	5	-0.1	-4	-6	-6	4	2.3
COc1cccc([C@@H]2CC=C(C(=O)O)CN2S(=O)(=O)c2ccc(C)cc2)c1	-6	10	7	0.1	-1	-18	-2	-3	1.2
Cn1c(C(=O)NCCCN2CCCCCC2)cc2c(=O)n(C)c3ccccc3c21	-2	-1	3	-0.1	-2	-5	-1	1	-2.6
CCN1CCN(c2ccc(S(=O)(=O)N3CCCCC3)cc2NC(=O)/C=C/c2ccc(OC(F)F)cc2)CC1	4	3	-6	0.1	2	16	7	1	4.9
Cc1onc(-c2c(F)cccc2Cl)c1C(=O)N1CCc2ccccc21	-2	4	10	0.0	-1	13	-3	4	0.7
O=C(/C=C/c1c(F)cccc1Cl)Nc1nn[nH]n1	6	1	2	-0.1	-2	-6	8	0	2.2
CCC(C)NC(=O)CC(C)C (centres undefined)	2	0	7	0.1	0	15	-4	-2	0.4
COc1ccc(CNC(=O)N[C@@H](CC(C)C)C(=O)O)cc1OC	-7	-2	4	0.0	-1	6	-1	-1	-0.1
CCOC(=O)c1ccc(NC(=S)NCCc2ccccc2)cc1	13	0	-2	0.0	0	17	5	3	7.0
CCN(CC)S(=O)(=O)c1ccc(N2CCOCC2)c(NC(=O)COc2ccccc2C#N)c1	0	-1	4	-0.1	3	-16	2	0	-0.8
Cc1ccc(NC(=O)CCNC(=O)c2ccccc2)cc1F	-15	-9	11	-0.1	-2	-10	-2	-1	1.6
O=C(NCCc1ccccc1)C(=O)Nc1nccs1	-4	-3	7	0.1	-1	18	-4	-1	0.0
Cc1ccc(/C=N/Nc2nc(N3CCOCC3)nc(N3CCOCC3)n2)o1	9	1	-7	0.1	2	-10	4	3	2.2
NS(=O)(=O)c1ccc(NC=C2C(=O)OC3(CCCCC3)OC2=O)cc1	9	-4	-3	0.0	1	-6	-3	6	-0.2
COc1ccc(-n2c(SCCC(=O)O)nnc2-c2ccncc2)cc1	-3	-3	8	0.0	-2	6	-2	-6	1.0
COc1ccc2c(c1)c(=O)oc1cc(OCC(=O)NC3CC3)ccc12	-4	15	-1	0.2	0	-1	-3	0	1.8
Cc1cc(CNC(=O)COc2ccc(F)cc2)c2ccccc2n1	1	-3	0	0.0	1	-21	-1	4	2.4
O=C(NCCN1CCN(c2ccccc2)CC1)c1ccc2c(c1)[nH]c(=S)n1c3ccccc3nc21	-1	12	1	-0.2	3	7	0	-2	-0.3
N/C(=N\OC(=O)c1ccc(Br)cc1)c1ccccc1	10	-5	10	-0.2	-2	-14	-3	-1	1.0
Cn1c(=O)c2c(nc(CN3CCN(C(c4ccccc4)c4ccccc4)CC3)n2CCCO)n(C)c1=O	7	0	-3	0.1	2	4	-3	0	0.8
Cc1ccc(-n2nc(C)c(NS(=O)(=O)c3ccccc3)c2C)cc1C	-1	1	-4	0.1	-4	1	1	2	1.4
Cc1ccc(NC(=O)[C@@H]2CCC(=O)N2C2OC(=O)c3ccccc32)cc1Cl (some centres undefined)	7	-1	7	-0.4	-4	10	-2	-3	1.8
O=[N+]([O-])c1cc(C(F)(F)F)ccc1NCCCCNS(=O)(=O)c1ccc2ccccc2c1	-27	3	-8	0.3	2	-18	7	1	6.2
C=CCC(=O)NC1CC(C)(C)Cc2c1cnn2-c1ccccc1C (centres undefined)	-3	1	2	0.0	-2	11	0	-8	-0.6
CC(=O)N1CC(C)Sc2ccc(S(=O)(=O)NC3CCCCC3)cc21 (centres undefined)	17	-16	-3	0.6	2	-17	1	4	-2.9
CCOc1ccc(S(=O)(=O)N2CCC(C(=O)N3CCN(c4ccccc4)CC3)CC2)cc1	0	-3	4	0.8	1	11	-3	-4	1.6
N#CC(c1ccccc1)N(CCCCl)C(=O)c1ccc(Br)cc1 (centres undefined)	-3	0	3	0.1	-2	-5	-1	16	3.3
CCC(C)[C@H](NC(=O)N1CCC(C)CC1)C(=O)O (some centres undefined)	6	-2	1	0.1	-4	2	-3	2	-2.5
COc1cccc(CNC(=O)C2CCN(S(=O)(=O)c3ccc(Br)s3)CC2)c1	9	-1	-12	0.2	-2	-6	2	1	2.5
Cc1noc(C)c1S(=O)(=O)N1CCCN(C(=O)/C=C/c2ccccc2F)CC1	-2	x	x	-0.2	x	5	-4	x	-0.7
COc1ccc(N(CC(=O)Nc2ccc(C)c(C)c2)C2=NC3CS(=O)(=O)CC3S2)cc1 (centres undefined)	0	-13	3	0.1	4	7	-3	-1	-0.2

Two compounds picked at random from the list so far, as already listed:
SMILES	PREPL inh	core dimer inh	EBNA-1 inh	Efflux pump inh	TPT1 inhibitor	ZTA counter	PP1 inh	Fh CTSL1 inh	PP5 primary
CC(=O)N1CC(C)Sc2ccc(S(=O)(=O)NC3CCCCC3)cc21 (centres undefined)	17	-16	-3	0.6	2	-17	1	4	-2.9
Cc1c(C(=O)/C=C/N(C)C)nnn1-c1ccc(Cl)c(Cl)c1	0	2	-5	0.0	2	11	1	1	-0.4

The list is partial (hit frequency here may not be typical).
